# TDP1 cell CPT: qHTS for Inhibitors of human tyrosyl-DNA phosphodiesterase 1 (TDP1): qHTS in cells in presence of CPT. chicken DT40 Tdp1-/-;hTDP1 cells + 20 nM CPT, ATP luminescence, 48 h. Potency, µM (highest dose often 46.2 µM), without a hit: top-dose activity change, negative = growth inhibition, actives largely listed as inhibitors. hit rate 12% among 420,000; note: nearly all actives have a fitted effect of over 55% in size
#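 Chicken DT40 Tdp1-/- cells complemented with human TDP1, 400 cells/well, exposed to compounds plus 20 nM camptothecin for at least 48 h at 37 C; viability read as ATP content by CellTiter-Glo luminescence.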
# FEN1 inh: qHTS Assay for the Inhibitors of Human Flap endonuclease 1 (FEN1); P39748; Potency, µM (doses to about 114 µM), without a hit: at the top dose activity change, negative = inhibition, hits mostly inhibitors; Recombinant FEN1 flap cleavage, fluorescence, 15 min; hit rate 0.35% among 390,000; note: nearly all actives have a fitted effect of over 65% in size
#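 Steps: FEN1 (10 nM) dispensed; compound added by pin tool; 15 min at room temperature; substrate added to 50 nM final; reads at 0 min and 15 min; data normalized and fitted (four-parameter Hill).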
# KAT2A inh: qHTS Assay for Inhibitors of GCN5L2. GCN5L2 HAT assay, ThioGlo1 CoA-SH fluorescence. Potency, µM (series often up to 58.9 µM), for inactives: at the top dose activity change, negative = inhibition, usual class: inhibitors. hit rate 0.21% among 390,000. AID 504327, 2011
# Target sequence (Q92830 whole entry, looked up): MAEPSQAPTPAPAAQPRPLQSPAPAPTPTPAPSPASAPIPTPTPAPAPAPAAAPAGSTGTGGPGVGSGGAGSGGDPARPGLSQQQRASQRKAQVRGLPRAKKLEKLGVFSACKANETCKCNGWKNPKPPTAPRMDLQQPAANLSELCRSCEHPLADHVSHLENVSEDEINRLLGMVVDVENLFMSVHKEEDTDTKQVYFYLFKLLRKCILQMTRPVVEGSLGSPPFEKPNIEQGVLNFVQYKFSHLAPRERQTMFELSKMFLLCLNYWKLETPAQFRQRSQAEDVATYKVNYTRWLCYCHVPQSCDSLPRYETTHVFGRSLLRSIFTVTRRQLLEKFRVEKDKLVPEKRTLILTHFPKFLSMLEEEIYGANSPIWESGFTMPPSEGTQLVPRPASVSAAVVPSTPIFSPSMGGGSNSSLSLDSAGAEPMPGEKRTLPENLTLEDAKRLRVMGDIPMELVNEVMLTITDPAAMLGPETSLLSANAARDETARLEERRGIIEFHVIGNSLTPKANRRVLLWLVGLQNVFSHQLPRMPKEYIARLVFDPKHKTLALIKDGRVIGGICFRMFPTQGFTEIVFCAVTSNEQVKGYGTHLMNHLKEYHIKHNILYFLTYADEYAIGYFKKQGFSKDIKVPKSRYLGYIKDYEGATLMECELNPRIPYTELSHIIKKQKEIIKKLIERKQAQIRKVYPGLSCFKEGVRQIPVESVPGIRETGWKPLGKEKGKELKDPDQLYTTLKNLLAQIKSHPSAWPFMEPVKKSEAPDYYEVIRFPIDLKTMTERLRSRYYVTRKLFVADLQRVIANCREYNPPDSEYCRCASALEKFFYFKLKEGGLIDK
#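 GCN5L2 (20nM final) in 50mM HEPES, 0.1mM EDTA pH 7.5, 0.01% Tween-20 was preincubated 15 min at room temperature with compound, then given ThioGlo1 (50uM), H3(1-25) peptide (75uM) and acetyl-CoA (70uM); CoA-thiol fluorescence (Ex340/Em540) was read at 0 and 20 min.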
# * hit, by the source's call; u = inconclusive; x = no result given; & = joins results of further samples; [ ] = another dose, or the depositor's remark. Calls come from the whole dose curve; as a rule, active = well fitted curve in the direction sought with a large enough effect; inconclusive = small, poorly fitted or top-dose-only effect, or another doubt; inactive = no such curve, though single readings can be large; an effect the other way counts as inactive or inconclusive. % is set by controls: 0 for no effect and ±100 for the full control effect; potency is the fitted concentration of half-maximal effect. This is a subset; the hit share may differ from the screen's.
(1) COC(=O)Cc1c(-c2[nH]c3ccccc3c2CC(=O)OC)[nH]c2ccccc12
(2) COCCN1CCN(C(=O)C2CCC(=O)N(CCc3cccc(F)c3)C2)CC1 (stereo not given)
(3) Cc1ccc(NC(=O)CSc2nc(NS(=O)(=O)c3ccccc3)cc(=O)[nH]2)cc1
(4) CCc1ccc(NC(=O)CCS(=O)(=O)c2ccc3c(c2)n(C)c(=O)c(=O)n3C)cc1
(5) O=C(NC(=S)NNC(=O)c1ccco1)c1ccc(Br)cc1
(6) Cc1cccc(Nc2c([N+](=O)[O-])ccc3nonc23)c1
(7) C[C@H](C(=O)CC(=O)OC(C)(C)C)[C@H](O)c1ccccc1
(8) COc1ccc(/C=C/C(=O)Nc2ccc(C34CC5CC(CC(O)(C5)C3)C4)cc2)cc1OC
(9) CC1CCN(C(=O)Cn2nnc(-c3ccc([N+](=O)[O-])cc3)n2)CC1
(10) COc1cccc2c1cc1c(=O)n(CC(=O)N3CCN(c4cccc(C)c4)C(C)C3)nc(C)n12 (stereo not given)

screen / no.	1	2	3	4	5	6	7	8	9	10
TDP1 cell CPT	21µM*	3%	-3%	6%	u	1%	12%	2.3µM*	-14%	-22%
FEN1 inh	-7%	1%	79µM*	-16%	-11%	6%	-9%&12%	-18%	4%	8%
KAT2A inh	x	1%	-1%[0.501 µM]	-8%	-9%	-3%	0%	-1%	-17%	-4%

(11) COc1ccc(OC)c(NC(=S)NCCN2CCOCC2)c1
(12) Oc1cc(NCCN2CCOCC2)cc2cccnc12
(13) NC(=O)CC(NC(=O)Cc1ccc(Cl)cc1)c1ccc(NCCc2ccccc2F)c([N+](=O)[O-])c1 (stereo not given)
(14) CC1=C(c2ccc(C)c(C)c2)S(=O)(=O)N(Cc2ccc(C(=O)NC(C)c3ccccc3)cc2)C1=O (stereo not given)
(15) O=C(c1ccc(COc2c(F)c(F)c(F)c(F)c2F)o1)N1CCOCC1
(16) CC(C)COc1ccc(C(=O)Nc2ccc(N3CCOCC3)cc2N2CCOCC2)cc1
(17) CCCOc1ccc(/C=N/Nc2cc(N3CCOCC3)ncn2)c(O)c1
(18) CN1CCN(CC(=O)N2N=C(c3cccs3)CC2c2ccco2)CC1 (stereo not given)
(19) Cc1ccc(SCCNS(=O)(=O)c2ccc3c(c2)OCCO3)cc1
(20) O=C(CSc1nc2ccc(Cl)cc2o1)NCc1ccc2c(c1)OCO2

screen / no.	11	12	13	14	15	16	17	18	19	20
TDP1 cell CPT	-9%	x	6%	-8%	-18%	18µM*	u	-8%	-1%	-29%
FEN1 inh	0%	-6%	1%	12%	-1%	8%	-13%	0%	-13%	1%
KAT2A inh	-2%	-1%&2%	-2%	-14%	-12%	-24%	-5%	-4%	-11%	-8%[0.501 µM]

(21) CCN(C(=O)COC(=O)c1ccco1)c1cccc2ccccc12
(22) COc1cccc(/C(C)=N/Nc2ccc(S(=O)(=O)N3CCCCC3)cn2)c1
(23) O=C(O)c1cccc(NC(=O)c2ccc3c(c2)C(=O)N(CC2CCCO2)C3=O)c1 (stereo not given)
(24) O=C(COC(=O)C1=COCCO1)Nc1ccccc1
(25) CCOCC(=O)Nc1nnc(C2CCCCC2)s1
(26) COc1ccc2[nH]c(CN3CCN(C(C)C)C(CCO)C3)c(C)c2c1 (stereo not given)
(27) COc1ccc(-n2c(=O)c(-c3cccs3)nc3cnc(Oc4ccccc4)nc32)cc1
(28) CC1(C)CC2CC(C)(CN2c2ncnc3ccc(Br)cc23)C1 (stereo not given)
(29) Clc1cccc(N=C2NN=C(c3ccc4c(c3)OCCO4)CS2)c1
(30) CN(C)S(=O)(=O)c1ccc2c(c1)c(=O)c(C(=O)NCCCN1CCCCCC1)cn2C

screen / no.	21	22	23	24	25	26	27	28	29	30
TDP1 cell CPT	8%	u	0%	-1%	-29%	16%	2%	5.2µM*	21µM*	29%
FEN1 inh	-5%	8%	2%	3%	-3%	1%	x	4%	0%	-3%
KAT2A inh	-3%	-15%	-4%[0.501 µM]	-4%	u	-1%	134%[activator]	-2%	1%	5%

# 2 records drawn at random from those above:
(24) O=C(COC(=O)C1=COCCO1)Nc1ccccc1
(29) Clc1cccc(N=C2NN=C(c3ccc4c(c3)OCCO4)CS2)c1

screen / no.	24	29
TDP1 cell CPT	-1%	21µM*
FEN1 inh	3%	0%
KAT2A inh	-4%	1%

# The list continues.
(31) CC(=O)Nc1c(C)nn(-c2ccccc2)c1N1CCC(C(=O)Nc2ccc(C)cc2Cl)CC1
(32) COc1ccc(NC(=O)CN(C)C(=O)C2=NN(c3ccccc3)C(=O)CC2)cc1
(33) O=c1ccn(C2CCCO2)c(=O)[nH]1 (stereo not given)
(34) Cc1ccc(C(=O)N2CCN(C)CC2)cc1[N+](=O)[O-]
(35) COc1ccc(-n2nnc(-c3nsc(NC(=O)c4ccc(C)c(C)c4)n3)c2C)cc1Cl
(36) O=C(NC(=S)Nc1ccc(Br)cc1F)C1CCCCC1
(37) Cc1ccc(S(=O)(=O)Nc2c(NC3CCCCC3)c3ccccc3oc2=O)cc1
(38) COc1cccc2sc(N(CCN(C)C)C(=O)c3ccc4c(c3)CCCC4)nc12
(39) Cc1cccc(C)c1NC(=O)c1cccc2c1-c1ccccc1C2=O
(40) O=C(CSc1n[nH]c(=O)[nH]c1=O)Nc1ccccc1C(=O)c1ccccc1

screen / no.	31	32	33	34	35	36	37	38	39	40
TDP1 cell CPT	u	-4%	-29%	3%	u	-25%	u	u	u	-16%
FEN1 inh	-9%	-6%	2%	23%	14%	5%	0%	-16%	-3%	-9%
KAT2A inh	-5%	-2%	x	1%	-4%	1%	-5%	-3%	-19%	-4%

(41) Cc1cc(Br)c(NC(=O)Cn2c([N+](=O)[O-])cnc2C)cc1C
(42) O=C(O)C1C2C=CC(C2)C1C(=O)NCc1ccc2c(c1)OCO2 (stereo not given)
(43) Cc1ccc2nc(-c3cccnc3)c(NC3CCCCC3)n2c1
(44) CCN(CC)C(=O)CC(c1ccccc1)c1ccco1 (stereo not given)
(45) Fc1cc(F)c(NC(=S)N2CCOCC2)c(F)c1
(46) CC(=O)N1CCN(CC(O)Cn2c3ccccc3c3ccccc32)CC1 (stereo not given)
(47) Cc1ccc(C)c(OCc2cc(C(=O)N3CCN(c4cnccn4)CC3)no2)c1
(48) CC1(C)Cc2ccccc2-c2nnc(SCC(=O)Nc3nc4ccccc4s3)n21
(49) Cc1sc2nc(CN3CCCC3)nc(N3CCN(S(=O)(=O)c4cccs4)CC3)c2c1C
(50) Cc1cccc(S(=O)(=O)NCC2CCCO2)c1 (stereo not given)

screen / no.	41	42	43	44	45	46	47	48	49	50
TDP1 cell CPT	-28%	-13%	u	-30%	1%	-8%	u	u	u	-5%
FEN1 inh	-13%	-12%	0%	-16%	-3%	-1%	-12%	2%	-7%	0%
KAT2A inh	0%	-5%	0%	-9%	-17%	-2%	-3%	0%	-2%	-1%

(51) O=C(Nc1nnc(-c2ccc(F)cc2)s1)C1CCN(S(=O)(=O)c2ccc(Cl)cc2)CC1
(52) CCN(CC)S(=O)(=O)c1ccc(C(=O)Nc2nc3c(Cl)cc(Cl)cc3s2)cc1
(53) CCN(CC)S(=O)(=O)c1cccc(-c2nnc(SCCOc3ccc(Cl)cc3)o2)c1
(54) Cn1c(=O)c2c(nc(NCCCO)n2C/C=C/c2ccccc2)n(C)c1=O
(55) Cc1cc(C(=O)Nc2ccc(Cl)cc2)c(C)n1Cc1cccs1
(56) CC(C)(C)NC(=O)N1CCC(CO)(Cc2ccccc2Cl)CC1
(57) Cc1ccc(S(=O)(=O)N2CCC(=O)N(C(CO)C(C)C)CC2)cc1 (stereo not given)
(58) CCOc1ccccc1Nc1ncnc2ccc(Br)cc12
(59) Cc1ccc(Cc2cnc(NC(=O)C3CCCO3)s2)cc1 (stereo not given)
(60) CNC(=O)C1CC(=O)N(CCc2ccc(C)cc2)C1 (stereo not given)

screen / no.	51	52	53	54	55	56	57	58	59	60
TDP1 cell CPT	u	u	23µM*	18µM*	u	-23%	2%	u	-22%	8%
FEN1 inh	1%	-4%	3%	11%	-7%	4%	18%	9%	7%	39%
KAT2A inh	8%	-16%	-8%	-2%	-5%	-1%	1%	0%	-4%	-14%

# Sorted by count of non-hydrogen atoms (ascending): part of the list above
(60) CNC(=O)C1CC(=O)N(CCc2ccc(C)cc2)C1 (stereo not given)
(59) Cc1ccc(Cc2cnc(NC(=O)C3CCCO3)s2)cc1 (stereo not given)
(57) Cc1ccc(S(=O)(=O)N2CCC(=O)N(C(CO)C(C)C)CC2)cc1 (stereo not given)
(54) Cn1c(=O)c2c(nc(NCCCO)n2C/C=C/c2ccccc2)n(C)c1=O
(53) CCN(CC)S(=O)(=O)c1cccc(-c2nnc(SCCOc3ccc(Cl)cc3)o2)c1
(51) O=C(Nc1nnc(-c2ccc(F)cc2)s1)C1CCN(S(=O)(=O)c2ccc(Cl)cc2)CC1

screen / no.	60	59	57	54	53	51
TDP1 cell CPT	8%	-22%	2%	18µM*	23µM*	u
FEN1 inh	39%	7%	18%	11%	3%	1%
KAT2A inh	-14%	-4%	1%	-2%	-8%	8%

# Going on with the list:
(61) CCCc1ccc(OCc2ccc(C(=O)NN)o2)c(OC)c1
(62) CCC(C)(C)C1CCc2[nH]nc(C(=O)NCc3ccc(Cl)cc3)c2C1 (stereo not given)
(63) O=S(=O)(Cc1ccccc1)N1CCCC(c2nc(-c3ccc(F)cc3)no2)C1 (stereo not given)
(64) O=C(Cc1c(O)c2ccccc2[nH]c1=O)NCc1ccccc1
(65) O=C(O)c1cccc(N2C(=O)CSC2c2ccccc2)c1 (stereo not given)
(66) Cc1cc(C)cc(NC(=O)CCN2CC(C)OC(C)C2)c1 (stereo not given)
(67) Nc1nonc1-c1nc2ccccc2n1Cc1ccc(F)cc1
(68) O=C(Nc1cc2c3c(c1)CC(=O)N3CCC2)c1ccc(Cl)cc1
(69) O=C(O)CCc1ccc(-c2ccc(Br)cc2)n1-c1ccc(O)cc1
(70) CCCCC(CC)COC(=O)CCCCC(=O)OCC(CC)CCCC (stereo not given)

screen / no.	61	62	63	64	65	66	67	68	69	70
TDP1 cell CPT	6%	u	-26%	1%	-7%	4%	16µM*	u	u	10%
FEN1 inh	-14%	18%	-17%	-6%	-3%	14%	-9%	-4%	1%	-2%
KAT2A inh	-3%	-3%	-4%	-4%	-12%	0%	-11%	-4%	15%	-1%

(71) COC(=O)c1ccc(NC(=O)CN2C(=O)CCc3cc(S(=O)(=O)N4CCCCC4)ccc32)cc1
(72) c1ccc(-c2cncnc2)nc1
(73) CN1C(=O)C(C)(C)c2cc(S(=O)(=O)N3CCN(c4ccccc4F)CC3)ccc21
(74) C[C@@H]1CC=C[C@@H]2[C@H]1C(=O)N(Cc1ccccc1)[C@H]2c1ccccc1Br
(75) O=C(CSc1ncc2c(n1)-c1ccccc1N(Cc1ccc(Cl)cc1)S2(=O)=O)c1ccccc1
(76) COc1cccc(CNC(=O)C2CCCCN2S(=O)(=O)c2ccc(F)cc2)c1 (stereo not given)

screen / no.	71	72	73	74	75	76
TDP1 cell CPT	-23%	2%	u	18µM*	u	u
FEN1 inh	0%	16%	-4%	-5%	9%	-6%
KAT2A inh	-19%	-7%	-2%	-8%&-4%	-5%	-2%

# Assay outcomes as filed in PubChem BioAssay.
